Ba/F3 V617F tox – loss of viability in JAK2V617F-driven Ba/F3 cells; Ba/F3 EpoR-JAK2V617F viability, ATP luminescence; actives 1.1% (n = 220,000); inhibition, % at 5.6 µM;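 active = inhibition above the campaign mean plus 3 SD over all tested compounds, cut at about 24% in these data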;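 also: cytokine-independent growth of Ba/F3 cells driven by EpoR plus mutant JAK2; 0% = DMSO-treated cells and 100% = JAK inhibitor I control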
TRPML3 ag – human mucolipin-3 channel agonism; actives 0.29% (n = 220,000); activation, % at 3 µM; Q8TDD5; HEK293 TRPML3-YFP, Fluo-8 calcium fluorescence; 100% = the carbachol control signal;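 active = activation above its plate's cutoff, the mean activation of the plate's test wells plus 3 SD, cut at about 12% in these data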;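 also: 0% = DMSO only wells and 100% = carbachol wells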
Target sequence (Q8TDD5 whole entry, looked up): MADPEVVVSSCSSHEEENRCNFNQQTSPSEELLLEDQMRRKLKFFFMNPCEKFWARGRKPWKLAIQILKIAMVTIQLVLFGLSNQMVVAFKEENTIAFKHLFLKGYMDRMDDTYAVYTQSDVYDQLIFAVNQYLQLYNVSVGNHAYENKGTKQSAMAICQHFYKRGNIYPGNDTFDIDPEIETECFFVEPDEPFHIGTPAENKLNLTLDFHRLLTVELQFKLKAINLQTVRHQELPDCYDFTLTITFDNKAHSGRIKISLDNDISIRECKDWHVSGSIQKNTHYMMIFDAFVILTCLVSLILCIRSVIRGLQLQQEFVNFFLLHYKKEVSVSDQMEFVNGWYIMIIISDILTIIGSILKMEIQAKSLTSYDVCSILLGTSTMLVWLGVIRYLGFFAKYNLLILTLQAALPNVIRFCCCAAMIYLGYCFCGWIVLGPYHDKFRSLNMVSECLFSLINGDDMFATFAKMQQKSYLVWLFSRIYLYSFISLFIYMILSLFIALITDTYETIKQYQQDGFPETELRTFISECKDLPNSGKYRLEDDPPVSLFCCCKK
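Test system: HEK293 cells stably carrying human TRPML3-YFP; Doses: single dose, 3 µM final nominal compound, 0.3% DMSO final; Schedule: dye loading 1 h 37 °C then 30 min ambient, 125 s read; Technique: Fluo-8 calcium fluorescence; Benchmarks: high control carbachol 87 µM, low control DMSO.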
EP2 modulator – EP2 receptor (human) modulation; P43116; actives 0.83% (n = 260,000); EP2-expressing cells, cAMP HTRF FRET, PGE2 co-stimulation; induction, % at 25 µM;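 active = compounds whose cAMP rise, as percent of the full-agonist control response, exceeds 60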;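 also: rat C6 glioma line stably carrying human EP2 under a CMV promoter; the protocol text gives 20 µM as final concentration; 100% = response of wells given 1 µM PGE2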
Target sequence (P43116 whole entry, looked up): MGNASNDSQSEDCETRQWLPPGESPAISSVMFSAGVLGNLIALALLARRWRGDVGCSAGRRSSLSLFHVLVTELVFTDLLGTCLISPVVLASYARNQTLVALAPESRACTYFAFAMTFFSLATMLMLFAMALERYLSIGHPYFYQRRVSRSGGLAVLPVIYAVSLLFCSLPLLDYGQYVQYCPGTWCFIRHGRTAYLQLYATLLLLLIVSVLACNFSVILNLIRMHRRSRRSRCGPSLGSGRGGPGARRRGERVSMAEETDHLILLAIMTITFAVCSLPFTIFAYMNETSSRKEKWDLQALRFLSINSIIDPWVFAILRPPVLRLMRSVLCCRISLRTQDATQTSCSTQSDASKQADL
zfTRPN1 agonist – agonists of zebrafish TRPN1 channel. HEK293 zebrafish TRPN1-YFP, Fluo-8 calcium fluorescence; 100% = response to 87 µM carbachol. actives 0.18% (n = 220,000). activation, % at 3 µM. AID 1424;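 active = activation above its plate's cutoff, the mean activation of test wells on that plate plus 3 SD, cut at about 19% in these data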;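 also: 0% = DMSO alone and 100% = 87 µM carbachol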
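Material: zebrafish TRPN1-YFP in HEK293 cells; Doses: single test compound dose, 3 µM nominal, 0.3% DMSO; Timing: dye loading 1 h at 37 °C, then 30 min room temperature; Technique: intracellular calcium fluorescence with Fluo-8; Benchmarks: high carbachol 87 µM, low DMSO alone.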
PERK inhibitor – human PERK inhibition, primary cell-based screen; inhibition, % at 5.6 µM; actives 0.17% (n = 220,000); CHO PERK-DD fusion, SEAP luminescence translation reporter; AID 1416; Q9NZJ5;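 active = inhibition above the mean inhibition of all tested compounds plus 3 SD, set separately per screening campaign, cut at about 2.9% in these data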;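 also: PERK kinase domain activated by AP20187 dimerizer at 100 nM; 0% = DMSO with dimerizer and 100% = rapamycin at 8.4 µM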
S1P4 antagonist – antagonists of human S1P4 receptor | O95977 | S1P4-expressing cells, antagonist mode, reporter read-out | inhibition, % at 4.98 µM | actives 0.26% (n = 220,000); in the data active = inhibition above about 29%;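 also: 0% = wells stimulated with agonist and 100% = vehicle wells without agonist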
S1P4 ag – agonists of human S1P4 receptor; O95977; S1P4-expressing cell line, agonist reporter assay; activation, % at 4.98 µM; actives 0.35% (n = 220,000); in the data active = activation above about 11%;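 also: 0% = DMSO vehicle and 100% = reference agonist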
Calpain2 inh – calpain II (pig) inhibition; purified calpain II, fluorogenic peptide substrate, 30 min; inhibition, % at 16 µM; actives 0.37% (n = 220,000); AID 1236;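 active = inhibition above about 50%, limit read from the data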
BaF3 tox – counter-screen for JAK2V617F inhibitors: parental Ba/F3 viability inhibitors; CellTiter-Glo ATP luminescence; inhibition, % at 5.6 µM; actives 1.1% (n = 220,000);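 active = inhibition above a per-campaign cutoff, the mean inhibition of all tested compounds plus 3 SD, cut at about 27% in these data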;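 also: 0% = DMSO wells and 100% = JAK Inhibitor I control wells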
An asterisk follows results filed as active; i = inactive; & = joins results of further samples.

smiles,TRPML3 ag,Ba/F3 V617F tox,BaF3 tox,S1P4 antagonist,zfTRPN1 agonist,PERK inhibitor,S1P4 ag,EP2 modulator,Calpain2 inh
CCOC(=O)C1CCN(S(=O)(=O)c2ccc(Cl)cc2OC)CC1,0.6,1,5,1,1.8,-1.2,0.0,-19,-46
O=C(N[C@@H](Cc1ccc(O)cc1)C(=O)O)c1cccnc1,0.5,-4,-3,-17,-0.3,1.5,0.4,19,-9
O=C(Nc1nc(C2C3CC4CC(C3)CC2C4)cs1)c1cc2cc([N+](=O)[O-])ccc2oc1=O (configuration not stated),0.4,-1,1,-9,-0.1,0.3,1.1,2,-1
COc1ccc(C2C3CCCCC3(O)CCN2C(=O)c2cccs2)cc1 (configuration not stated),-0.5,-1,4,-17,0.5,0.0,1.9,17,10
CN(C)CCCN1c2ccccc2CCc2ccccc21,1.6,5,10,-9,-0.2,-0.9,6.6,-8&0&-10,10
COCCN1CN=C(Nc2nc3ccccc3o2)NC1,0.8,-2,2,-8,0.7,-1.1,2.7,5&17,21
Cc1cc(C)c(NC(=O)CSc2nc3c(c(=O)n2C)SC(C)C3)c(C)c1 (configuration not stated),-0.1,-3,3,-15,-0.5,-0.1,0.5,10,-14
O=C(CN1C(=O)c2ccccc2C1=O)NCCc1c[nH]c2ccccc12,0.3,0,5,-7,0.4,0.0,-0.1,-54,20
CCS(=O)(=O)n1nc(-c2ccccc2)nc1N,0.4,4,6,-6,0.3,0.3,1.3,23&-40,18
c1ccc(-c2nnsc2Sc2ccccn2)cc1,-1.9,0,8,-1,-1.0,1.1,2.7,1,6

The final two compounds of the section before come first, to join the parts.
smiles,TRPML3 ag,Ba/F3 V617F tox,BaF3 tox,S1P4 antagonist,zfTRPN1 agonist,PERK inhibitor,S1P4 ag,EP2 modulator,Calpain2 inh
CCS(=O)(=O)n1nc(-c2ccccc2)nc1N,0.4,4,6,-6,0.3,0.3,1.3,23&-40,18
c1ccc(-c2nnsc2Sc2ccccn2)cc1,-1.9,0,8,-1,-1.0,1.1,2.7,1,6
Cc1ccc(C(=O)CSc2nnc(N)s2)c(C)c1,-0.2,-1,6,-2,-1.8,0.8,4.9,3,0
CSc1cccc(NC(=O)/C=C/c2ccc(Cl)cc2)c1,1.2,-1,5,-4,1.8,-0.1,-1.5,11,-2
CCOc1cccc(N2C(=O)CC(N3CCN(c4ccc(S(=O)(=O)CC)cc4)CC3)C2=O)c1 (configuration not stated),1.0,-2,5,-7,2.2,-1.6,0.8,10,8
COc1ccc(-c2cc3ccccc3n2CC(O)CNC(CO)(CO)CO)cc1 (configuration not stated),0.0,7,8,10,-0.7,0.8,0.1,18,-61
COc1ccccc1NC(=S)N1CCC(C(=O)c2ccc(F)cc2)CC1,0.5,-3,0,-5,0.5,0.2,-2.1,3&5,-55
CC(C)(C)C(=O)N1N=C(c2ccc(NS(C)(=O)=O)cc2)CC1c1cccs1 (configuration not stated),-0.4,1,0,-7,-0.5,-0.9,0.2,0,-330
CCOC(=O)n1ccc(C(=O)Nc2ccccc2F)n1,0.3,5,1,3,0.4,1.4,16*,10,-2
Cc1ccc(NC(=O)CCN2CCc3ccccc3C2)cc1,0.8,-5,-1,0,-0.1,0.1,-2.5,-23,-32
CN1CCN(S(=O)(=O)c2ccc3[nH]c(=O)oc3c2)CC1,-0.3,-2,3,2,0.9,-0.3,0.8,30,-9
Cc1cc(C)c(NS(=O)(=O)c2ccc3c(c2)NC(=O)CC(=O)N3)c(C)c1,0.5,-2,5,10,1.3,0.4,1.0,12,-11
O=C(CCCc1nc2ccccc2s1)N1CCN(c2ccccc2)CC1,-0.1,2,5,-20,0.8,-0.3,1.1,-37,39
O=C(NCCc1ccc(F)cc1)N1CCOCC1,0.4,-3,2,-27,0.0,0.0,0.6,24,15
Cc1ccc(-c2nn[nH]n2)o1,1.0,-1,4,-22,0.3,0.9,1.8,6,21
Cc1nn(C(=O)N2CCCCC2)c(C)c1CN1C(=O)c2ccccc2C1=O,-0.1,0,8,-1,1.2,-0.7,-0.8,6,-6
COC(=O)c1[nH]c2ccc(Br)cc2c1NC(=O)C(C)N1CCN(C2CCCCC2)CC1 (configuration not stated),1.6,-2,6,-16,2.2,-1.5,-1.3,-3,7
O=[N+]([O-])/C(C(=C(Cl)Cl)N1CCOCC1)=C1\NCCO1,0.4,-3,2,-5,0.8,0.2,1.0,22,5
C=CCNC(=O)COc1ccc(S(=O)(=O)NC2CCCCC2)cc1,0.7,2,3,-11,0.9,0.8,1.1,-8,-30
CCc1ccc(OCC(=O)OCC(=O)c2c(N)n(C)c(=O)n(C)c2=O)cc1,1.1,-3,-1,-14,1.9,1.1,-0.3,4,4
O=C(NCc1ccc2c(c1)OCO2)C1CCN(c2ncccn2)CC1,-0.6,-2,-1,5,-0.4,0.7,0.5,22,-54
Cc1ccc(C2CN(C)C3(C(=O)Nc4ccccc43)C23COc2ccccc2C3=O)cc1 (configuration not stated),0.5,-4,0,-17,-0.3,-0.7,-3.9,53,-33
O=C(Cn1c(=O)n(-c2ccccc2)c(=O)c2sccc21)NCc1ccccc1,1.1,4,5,-9,-0.6,0.8,0.7,33,-20
Cc1ccc(NC(=O)CCNS(=O)(=O)c2ccccc2)c(C(=O)c2ccccc2)c1,-0.7,-1,4,-18,-2.3,-0.8,3.8,12,5
O=C(COC(=O)c1ccc2ccccc2n1)c1ccccc1,0.3,2,8,2,0.1,0.9,-0.3,-46&-6,-11
O=C(CN1C(=O)c2ccccc2C1=O)OCCOCCN=C1NS(=O)(=O)c2ccccc21,1.6,1,3,-20,2.2,1.4,-1.1,10,-14
CC(C)CCNC(=O)COc1cccc2c1OC(C)(C)C2,-0.2,1,7,-2,-0.7,1.1,1.3,3,21
COc1ccc(C2CC(c3ccccc3)=NN2c2ccc(S(N)(=O)=O)cc2)cc1OC (configuration not stated),0.9,-2,2,-12,2.4,0.0,6.9,-4,i
COc1ccc(NC2=CC(=O)N(C)C2=O)cc1,0.9,3,4,-1,1.3,0.8,0.2,2,9
CCC(C(=O)OCC(=O)Nc1cccc(OC)c1)c1ccccc1 (configuration not stated),-0.5,0,6,-12,-0.3,0.6,0.7,-8,3
CC1=CC(C)(C)Nc2ccccc21,-0.2,-3,2,-17,-0.3,0.8,1.1,5,9
O=C(Nc1ccc(OC(=O)c2cccs2)cc1)c1ccco1,-0.9,3,7,5,1.7,-0.1,0.1,-9,-11
CC(=O)Nc1nc(-c2ccc3c(c2)CCN3S(C)(=O)=O)cs1,0.7,1,3,1,2.1,-0.2,1.8,-70,-31
O=C(c1ccc(F)cc1)N1CCN(c2ccc([N+](=O)[O-])c(N3CCCCC3)c2)CC1,-0.9,-3,4,-8,-3.3,-0.3,-1.7,-17,0
Cc1noc(C)c1CSc1ccc2ccccc2n1,-0.9,3,5,8,-2.7,-0.8,-1.7,31,10
CCN(CC)Cc1c(O)ccc2c(=O)c(Oc3ccccc3OC)c(C)oc12,-0.8,3,-2,-10,0.5,0.3,1.6,9,-340
COc1ccc(-n2c(O)c(C=Nc3ccccc3)c3ccccc3c2=O)cc1,0.0,0,5,-10,0.2,0.8,0.6,14,-100
CCOC(=O)CN/C=C(\C#N)c1ccccc1,0.5,-2,4,-16,0.2,0.4,2.5,6,-5
Cc1nn(C)c(C(=O)Nc2ccc(Cn3cccn3)cc2)c1[N+](=O)[O-],1.1,-1,6,7,0.2,0.1,2.6,16,-64
COc1ccc(C(=O)/C=C/C(=O)N(CC(=O)NC2CCCCC2)CC2CCCO2)c(O)c1 (configuration not stated),-1.0,3,4,17,0.8,-1.9,0.2,-50,30
Cc1ccc(-c2noc(-c3ccccc3C(=O)N3CCCC3)n2)cc1,-0.8,0,1,3,-0.6,-1.0,-2.7,14,2
O=c1[nH]c(-c2ccco2)nc2sc3c(c12)CCCC3,1.2,-5,0,-8,1.6,0.1,0.5,-31,-3
CC(C)(C)NC(=O)NC(=O)CN1CCN(c2cccc(Cl)c2)CC1,1.6,0,-5,-3,2.2,0.0,0.0,13,-1
COc1cccc(C2CC(c3ccc(Br)cc3)=NN2C(=O)c2ccncc2)c1OC (configuration not stated),0.8,4,9,23,1.1,-0.2,-2.2,-2,0
O=C(OCCCCN1C(=O)c2ccccc2C1=O)c1ccc(Br)o1,-0.2,-2,4,-20,-0.5,0.5,-2.4,-15,3
COc1cc(NC(c2ccccc2)c2ccccc2)cc(OC)c1OC,-1.8,7,6,-3,-3.2,0.6,-0.9,20,14
O=C(CN1CCN(Cc2ccc(Cl)cc2)CC1)N/N=C/C=C/c1ccccc1[N+](=O)[O-],4.9,2,3,-30,5.8,-1.6,-0.9,-47,21
Cc1nc2sccn2c1-c1csc(NCc2ccccc2)n1,1.4,1,5,-9,4.8,-0.7,0.6,5,9
c1ccc(Cn2nnc(-c3ccccc3)n2)cc1,-0.4,0,1,-13,-0.3,0.1,-0.6,32,-7
O=C(CSc1ncnc2c1nnn2-c1ccc(F)cc1)NCc1ccco1,0.1,0,0,-2,0.0,0.7,-2.7,3,-15
CCN(CC)C(=O)C1CCN(S(=O)(=O)c2ccc(C3CNC(=O)C3)cc2)CC1 (configuration not stated),-0.9,-5,0,-4,0.1,0.5,0.8,-6,-4
COc1ccc2nc(C)[nH]c(=O)c2c1,0.7,-4,3,-22,0.7,0.9,0.6,20&2,-20

The results go on.
smiles,TRPML3 ag,Ba/F3 V617F tox,BaF3 tox,S1P4 antagonist,zfTRPN1 agonist,PERK inhibitor,S1P4 ag,EP2 modulator,Calpain2 inh
Cc1ccc2nc(SC(C)C(=O)N3CCOCC3)[nH]c2c1 (configuration not stated),0.5,3,3,-12,0.3,1.1,-0.3,14,-11
CCn1c(N2CCN(C(=O)/C=C/c3ccccc3)CC2)nc2ccccc21,-0.2,4,9,5,-1.3,-0.5,-0.7,-3,30
O=C(Nc1ccc([N+](=O)[O-])cc1)Nc1ccc(N2CCOCC2)c2nonc12,1.1,2,8,-19,-0.5,1.0,1.4,-66,-125
Cc1oc(=O)c(NC(=O)c2ccccc2)cc1C(C)O (configuration not stated),1.2,0,5,7,1.3,1.0,1.8,27,-3
Cc1cc(NC(=O)NC(C)(C(F)(F)F)C(F)(F)F)no1,0.7,-2,-1,-15,-0.2,0.6,0.9,8,-8
Cc1cc(-c2nnc(CCC(=O)NC(c3ccccc3)c3ccccc3)o2)no1,-0.5,-2,2,-7,-1.4,1.9,1.4,-10,23
COc1cc([N+](=O)[O-])cc2sc(NC(C)=O)nc12,-0.1,3,2,2,1.6,0.1,2.5,21,-2
COC(=O)c1ccc2c(=O)n(Cc3ccco3)c(SCC(=O)Nc3cc(C)on3)nc2c1,0.0,0,4,8,0.0,0.2,0.8,34,5
CSc1ccc(NC(=O)CC(C)=O)cc1,-0.6,-1,2,1,0.5,1.9,0.0,2,-19
CC(C)n1c(NCc2nc3ccccc3n2C)nc2ccccc21,-0.4,-4,6,-9,-1.7,-0.6,0.6,12,-18
